# STK33 inh: human STK33 kinase inhibition | Q9BYT3 | purified STK33, MBP phosphorylation, ADP-Glo luminescence | inhibition, % at 10 µM | actives 0.073% (n = 320,000) | AID 2661;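 active = inhibition at or above 25%, using the most active replicate where run in duplicate; inactive = inhibition below 25%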
# OX1R FRET antag: OX1R (human) antagonism; O43613; OX1R-expressing cells, FRET antagonist read-out; inhibition, % at 6.6 µM; actives 1.8% (n = 330,000); in the data active = inhibition mostly above about 38%, no sharp cut-off; inactive = mostly below about 40%;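 note: 0% = agonist challenge alone and 100% = reference antagonist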
# KCNQ2 inh: KCNQ2 channel blockers in CHO-K1 cells – cell-based, FluxOR thallium flux, B-score, primary screen (AID 2156). O88943. 20 min; stronger effect = lower value. B-score at 10 µM. actives 1.1% (n = 310,000);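 active = fluorescence ratio B-score at most minus 3 library SDs, with starting brightness B-score within 2 library SDs, cut at about -5.5 in these data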
# Target sequence (O88943 whole entry, looked up): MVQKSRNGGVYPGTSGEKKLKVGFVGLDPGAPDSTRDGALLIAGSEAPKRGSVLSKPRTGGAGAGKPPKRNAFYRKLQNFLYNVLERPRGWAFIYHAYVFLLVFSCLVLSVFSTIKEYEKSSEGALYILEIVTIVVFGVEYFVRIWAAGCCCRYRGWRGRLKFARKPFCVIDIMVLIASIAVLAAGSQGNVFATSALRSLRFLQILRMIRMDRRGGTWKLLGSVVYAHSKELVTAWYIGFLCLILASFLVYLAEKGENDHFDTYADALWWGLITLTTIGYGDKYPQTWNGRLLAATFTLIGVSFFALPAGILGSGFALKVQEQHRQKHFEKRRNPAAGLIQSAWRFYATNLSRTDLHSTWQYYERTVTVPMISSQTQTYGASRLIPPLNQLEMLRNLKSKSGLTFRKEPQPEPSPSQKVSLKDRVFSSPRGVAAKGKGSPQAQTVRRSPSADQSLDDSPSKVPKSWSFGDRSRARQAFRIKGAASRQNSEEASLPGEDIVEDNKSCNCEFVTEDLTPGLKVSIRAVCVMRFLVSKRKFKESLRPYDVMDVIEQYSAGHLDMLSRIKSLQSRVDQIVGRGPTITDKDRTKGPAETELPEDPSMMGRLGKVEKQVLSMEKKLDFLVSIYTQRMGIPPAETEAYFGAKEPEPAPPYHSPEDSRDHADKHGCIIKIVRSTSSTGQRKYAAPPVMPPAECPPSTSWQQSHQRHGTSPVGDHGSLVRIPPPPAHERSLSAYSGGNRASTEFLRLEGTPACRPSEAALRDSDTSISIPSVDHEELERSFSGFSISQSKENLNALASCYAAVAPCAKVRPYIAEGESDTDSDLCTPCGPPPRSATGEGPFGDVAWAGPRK
# * = called active by the depositor; i = inactive; nt = no result given.
SMILES,STK33 inh,OX1R FRET antag,KCNQ2 inh
CCC(=O)c1ccc(OCC(=O)N(C)CC(=O)Nc2cccc(F)c2)cc1,0.4,39,i
COc1ccc(C2CC(c3ccc(OC)cc3)n3nc(NS(C)(=O)=O)nc3N2)cc1 (stereo not given),-0.8,7,i
CCOc1ccc2ccccc2c1C1NC(=O)N(C)C(C)=C1C(=O)OCCOC (stereo not given),-2.8,8,i
CCN1C(=O)[C@H]2[C@@H](c3ccc(-c4ccc(OC)cc4)cc3)N[C@@](C)(C(=O)OC)[C@H]2C1=O,0.6,9,i
COc1ccc(Cl)cc1C(=O)NNC1CC(=O)N(Cc2ccc(Cl)cc2)C1=O (stereo not given),-1.9,35,i
COC(=O)c1sc(NC(=S)NNC(=O)c2c(Br)c(C)nn2C)c(C(=O)OC)c1C,-1.0,-22,i
COc1ccc(CCNC(=O)CCCn2c(=O)c3cccn3c3cccnc32)c(OC)c1OC,-0.4,42,i
COc1cccc(/C=N/n2c(-c3n[nH]c4c3CCC4)n[nH]c2=S)c1O,-1.3,27,i
CCC(C)NC(=O)CSc1nc2ccccc2c(=O)n1CCCN1CCCCC1 (stereo not given),-1.2,1,i
Cc1ccc(CCNC(=O)CN2C(=O)COc3ccc(S(=O)(=O)N4CCCCC4)cc32)cc1,0.5,9,i
Cc1ccc(C)c(N2CCN(S(=O)(=O)c3ccc4c(c3)NC(=O)CS4)CC2)c1,-0.1,5,i
Cc1ccc(C)c(NC(=S)NC(NC(=O)/C=C/c2ccccc2)C(Cl)(Cl)Cl)c1 (stereo not given),-0.9,35,i
CN1CCOCCOCCN(C)C(=O)N2CCOCCOCCN(CCOCC2)C1=O,-0.9,5,i
Cc1ccnc(SCc2ccc(C(=O)O)cc2)n1,-1.3,11,i
COCCn1c(N)c(N(Cc2ccccc2)C(=O)c2cc(=O)[nH]c3ccccc23)c(=O)[nH]c1=O,0.5,6,nt
Cc1ccc(C(=O)Nc2nnc(SCC(=O)N3CCCc4ccccc43)s2)cc1,0.5,17,i
O=C(NCC(c1cccs1)N1CCOCC1)c1ccc(Cl)c(S(=O)(=O)N2CCOCC2)c1 (stereo not given),-1.6,14,i
CCN(CC)CCn1c(NC(=O)c2ccc(C)cc2)nc2ccccc21,2.6,-2,i
FC(F)Oc1ccc(NC(=S)NCc2ccccc2)cc1,-1.4,10,i
CC(=O)NC1=NN(C(C)=O)C2(S1)C(=O)N(C(C)=O)c1ccc(C)cc12 (stereo not given),-0.4,11,i

# Ordered by the number under STK33 inh (descending): five from the list above
SMILES,STK33 inh,OX1R FRET antag,KCNQ2 inh
CCN(CC)CCn1c(NC(=O)c2ccc(C)cc2)nc2ccccc21,2.6,-2,i
Cc1ccc(C(=O)Nc2nnc(SCC(=O)N3CCCc4ccccc43)s2)cc1,0.5,17,i
CC(=O)NC1=NN(C(C)=O)C2(S1)C(=O)N(C(C)=O)c1ccc(C)cc12 (stereo not given),-0.4,11,i
CN1CCOCCOCCN(C)C(=O)N2CCOCCOCCN(CCOCC2)C1=O,-0.9,5,i
O=C(NCC(c1cccs1)N1CCOCC1)c1ccc(Cl)c(S(=O)(=O)N2CCOCC2)c1 (stereo not given),-1.6,14,i

# (continued)
SMILES,STK33 inh,OX1R FRET antag,KCNQ2 inh
O=C(CSc1nnc(Cc2cc(=O)[nH]c(=O)[nH]2)n1-c1ccc(F)cc1)NC1CCCC1,0.7,6,i
O=C(c1cc([N+](=O)[O-])ccc1Cl)N1CCN(c2ccc(F)cc2)CC1,-0.9,16,i
C=CCNC(=S)N1CCC(Cc2ccccc2)CC1,-2.3,nt,i
Cc1ccc(C)c(Oc2coc3cc(OC(=O)c4cccs4)ccc3c2=O)c1,0.0,12,i
COc1ccccc1NC(=O)Nc1nc(CC(=O)Nc2ccc(F)c(F)c2)cs1,-0.6,34,i
CN(CC(=O)Nc1cccc(F)c1)C(=O)c1cn(-c2ccccc2)nc1-c1cccs1,-0.5,21,i
c1ccc(-n2cnnc2SCc2cn3ccccc3n2)cc1,-0.9,10,i
CCCOc1cccc(OCC(=O)Nc2nc3ccccc3[nH]2)c1,0.1,22,i
NC(=O)c1ccc(Oc2cccc3cccnc23)c([N+](=O)[O-])c1,0.1,28,i
COc1ccc(NS(=O)(=O)c2ccc(N3C(=O)CCC3=O)cc2)cc1,-1.0,8,i
Cc1cc2c(s1)c1cnn(Cc3ccccc3F)c(=O)c1n2C,-1.2,15,i
Cc1ccc(C)c(NC(=O)C2CCCN2/C=C/C(=O)C(F)(F)F)c1 (stereo not given),-0.8,12,i
O=C(Nc1ccccc1)C1CCCN(C(=O)c2ccc(F)cc2)C1 (stereo not given),0.5,5,nt
Cc1cc(NC(=O)CSc2nc(C(C)C)nc3ccccc23)no1,-0.3,24,i
O=C1Nc2ccccc2SC1c1ccccc1 (stereo not given),-0.3,nt,i
Cc1ccc2[nH]c(=O)c(CN(Cc3ccco3)C(=O)CN3CCCC(C)C3)cc2c1 (stereo not given),0.3,13,i
O=C(O)c1ccc(-n2nc(C(F)(F)F)c3c2-c2ccoc2CC3)cc1,6.2,22,i
CC(C)(C)C(=O)Nc1ccc(N2CCCC2)cc1,-0.2,41,i
O=C(CNC(=O)c1ccccc1Cl)N/N=C/c1ccc([N+](=O)[O-])s1,-2.1,51*,i
C(=N\N1CCN(c2ccccn2)CC1)/C1=C(N2CCOCC2)C(=C/c2ccccc2)/CC1,0.3,7,i
CCCC(c1nnnn1C(C)(C)CC)N1CCN(C2CCCC2)CC1 (stereo not given),0.9,7,nt
COC(=O)C1C(c2ccc(OC)cc2)NC(=O)NC1(O)C(F)(F)Cl (stereo not given),-0.8,6,i
CC(=O)c1c(C)[nH]c(C(=O)OCc2ccccc2F)c1C,-1.3,24,i
CCOC(=O)C1=C(c2ccccc2)Nc2nc(C)nn2C1c1cccc(OC)c1OC (stereo not given),0.7,17,i
COc1cccc(SCc2noc(C(=O)NCc3ccccc3)c2C(=O)NCc2ccccc2)c1,-1.6,17,i
CCN(CC)S(=O)(=O)c1ccc(N/N=C/c2ccccc2OCC(=O)O)c([N+](=O)[O-])c1,0.2,15,i
CC(C)=C1C2CCC1C1C(=O)N(c3ccc(C)c(C)c3)C(=O)C21 (stereo not given),0.7,10,i
CCN1C(=O)[C@@H]2[C@H](C1=O)[C@@H]1C(=O)Nc3ccccc3C(=O)N1[C@@H]2c1ccc(OC)cc1,-0.7,9,i
CC(C)CNC(=O)NC(=O)COc1c(F)c(F)cc(F)c1F,-1.3,3,i
CCOc1ccc(N=C(NC#N)SCC(=O)NC2CC2)cc1,-1.4,6,i
CCn1c(=O)cc(OCC(=O)NCc2cccs2)c2ccccc21,-1.4,11,i
O=c1c2ccccc2[nH]c(=S)n1CCN1CCc2ccccc2C1,-2.5,12,i
Nc1nc(Nc2cccc(Cl)c2)nc(NCCO)c1[N+](=O)[O-],8.6,18,i
CCOc1c(C)cnc2c1c(=O)n(CC(=O)NCC1CCCO1)c(=O)n2C (stereo not given),-4.0,-1,i
CC(=O)c1cccc(N=Nc2c(C)[nH]c3ccccc23)c1,0.8,47,i
COCCn1c(SC(C)C(=O)Nc2ncc(Cl)cc2Cl)nc2ccccc21 (stereo not given),-2.1,15,i
COc1ccc(-n2c(SC(C)C(=O)Nc3ccc(NC(C)=O)cc3)nc3ccccc3c2=O)cc1OC (stereo not given),-0.1,15,i
CC(C)Oc1ccc(C(=O)NC(C)(C)CO)cc1,1.1,4,i
CCOC(=O)c1nn(-c2ccc([N+](=O)[O-])cc2)cc1O,-2.1,31,i
CCn1c(=O)c2ccccc2n2c(SCC(=O)NCc3cccs3)nnc12,-0.1,23,i
O=C(NC1CCN(S(=O)(=O)c2cccc(F)c2)CC1)c1ccc(F)cc1,-0.9,nt,i
CC(=O)Nc1sc(N/N=C/c2ccc(C)cc2)nc1-c1ccc(C)cc1,-0.9,5,i
COc1ccc(N2C(=O)Cc3ccccc3C2=O)cc1,-0.1,-8,i
O=C(NCc1nnc(SCC(=O)N2CCOCC2)o1)c1c(F)cccc1Cl,-0.7,20,i
CCCN1CCN(CCCNC(=O)Cn2cc3c(n2)CCCC3)CC1,0.2,11,i
Cc1ccnc(SCC(=O)N2CCc3ccccc32)n1,-1.4,8,i
O=c1[nH]snc1-c1c(Cl)cccc1Cl,-0.6,4,i
COc1ccc(S(=O)(=O)N2CCCCC2)cc1NC(=O)Cn1cnc2c1c(=O)n(C)c(=O)n2C,-1.5,7,nt
CCN1CCCc2cc(CN(CCN3CCOCC3)C(=S)Nc3cccc(C)c3)ccc21,-1.0,15,i
CCc1ccc(NC(=O)CSc2nnnn2-c2cccnc2)cc1,1.7,37,i
# Remaining list, next part
SMILES,STK33 inh,OX1R FRET antag,KCNQ2 inh
CCCCC(=O)N(Cc1nc2sc(C)c(C)c2c(=O)[nH]1)C1CCCC1,-1.1,18,i
COC(=O)/C=C/c1ccccc1CN1[C@@H](CC(=O)OC)c2ccccc2S1(=O)=O,-1.6,6,nt
O=C(NCCn1cccn1)C1CCC(=O)N(CC2CCCCC2)C1 (stereo not given),0.0,24,i
CCOC(=O)N1CCC(Nc2c(-c3ccc(C)c(C)c3)c(=O)c2=O)CC1,0.6,26,i
CCC(C)NC(=O)CN1C(=O)NC2(CCc3ccccc3C2)C1=O (stereo not given),0.0,1,i
COc1cccc(C(=O)NC2CCN(C(=O)N3c4ccccc4Sc4ccccc43)CC2)c1,2.1,8,i
O=S(=O)(Nc1ccc(F)cc1)c1ccc(NS(=O)(=O)c2cccs2)cc1,-0.3,4,i
O=C(O)c1ccc(/C=N/N2CCN(Cc3ccc(Cl)cc3)CC2)cc1,-3.1,15,i
CN(Cc1ccccc1)S(=O)(=O)c1ccc2[nH]c(=O)ccc2c1,0.0,10,i
COC(=O)c1cccc(NC(=O)c2ccc(OC)c(Cl)c2)c1,-0.7,17,i
Cc1[nH]c(=O)[nH]c(=S)c1C(=O)Nc1ccc(Cl)c(Cl)c1,-1.1,10,i
Cc1ccc(S(=O)(=O)N2CCCCC2)cc1NC(=O)C1CC(=O)N(Cc2ccco2)C1 (stereo not given),-0.1,-1,nt
CC(C)(C)NC(=O)CCSc1nnc(-c2ccco2)o1,-2.3,20,i
CC(C)C(c1nnnn1C1CCCC1)N1CCc2ccccc21 (stereo not given),-1.1,11,i
COC(=O)c1sc(NC(=S)NC(=O)c2ccc(F)cc2)nc1C,-1.3,13,i
Cc1[nH]c2ccccc2c1[C@H]1[C@@H](CC#N)C1(C)C,-0.9,12,i
CCCOc1ccccc1C(=O)Nc1ccc(S(=O)(=O)N2CCN(C)CC2)cc1,14,7,i
N#Cc1cc2c(nc1SCC(=O)N1CCCCC1)CCCCC2,-0.9,20,i
CCCCC(=O)NC(=S)Nc1ccccc1N1CCCCC1,-1.3,19,i
O=C1OC(COc2ccc(Br)cc2)CN1c1ccccc1 (stereo not given),-1.7,4,i

# Taken from above.
# Under STK33 inh, CCCOc1ccccc1C(=O)Nc1ccc(S(=O)(=O)N2CCN(C)CC2)cc1 has 14
# Under STK33 inh, CC(C)C(c1nnnn1C1CCCC1)N1CCc2ccccc21 (stereo not given) has -1.1
# Under OX1R FRET antag, COC(=O)c1sc(NC(=S)NC(=O)c2ccc(F)cc2)nc1C has 13
# Under OX1R FRET antag, N#Cc1cc2c(nc1SCC(=O)N1CCCCC1)CCCCC2 has 20

# Shown field by field: part of the list above.
CCCOc1ccccc1C(=O)Nc1ccc(S(=O)(=O)N2CCN(C)CC2)cc1
  STK33 inh = 14	OX1R FRET antag = 7	KCNQ2 inh = i
N#Cc1cc2c(nc1SCC(=O)N1CCCCC1)CCCCC2
  STK33 inh = -0.9	OX1R FRET antag = 20	KCNQ2 inh = i
CCCCC(=O)NC(=S)Nc1ccccc1N1CCCCC1
  STK33 inh = -1.3	OX1R FRET antag = 19	KCNQ2 inh = i

# (further entries)
SMILES,STK33 inh,OX1R FRET antag,KCNQ2 inh
O=[N+]([O-])c1ccc(Oc2ccc(Oc3ccc(C(F)(F)F)cn3)cc2)nc1,-1.6,23,i
COC(=O)NNS(=O)(=O)c1ccc(C)cc1,-1.9,10,i
O=C(O)c1ccc2noc(-c3ccccc3)c2c1,14,44,i
CCOC(=O)c1c(C)[nH]c(C(=O)NNC(=O)c2ccccc2F)c1C,0.6,4,nt
Cc1c(C)n(Cc2ccccc2)c2ncnc(NCCO)c12,0.0,-4,i
O=S(=O)(NCc1ccco1)N1CCOCC1,-1.9,9,i
O=C(c1ccc([N+](=O)[O-])cc1)N1CCSC1c1cccc(Cl)c1 (stereo not given),0.6,45,i
Cc1cc(C(=O)Nc2c(F)cc(F)cc2Br)no1,-1.2,5,i
O=C(CN1C(=O)NC2(CCCCCCC2)C1=O)NCc1ccccc1,-1.3,7,nt
S=c1nc(-c2ccccc2)n(CCCn2ccnc2)c2c1CCCC2,-0.3,13,i
Oc1cccc(Oc2ncc(C(F)(F)F)cc2Cl)c1,-1.3,6,i
COc1ccc(/C=C/C(=O)NC(=S)NNC(=O)c2cccnc2)cc1,0.4,18,i
Cc1nc(NC(=O)C23CC4CC(CC(C4)C2)C3)sc1Cc1ccc2c(c1)OCO2,0.0,10,i
Cc1ccccc1-c1nc(C#N)c(N2CCCCC2)o1,-0.9,13,i
COc1ccccc1C(=O)NNC(=O)c1ccncc1,-1.9,8,i
CCC(=O)OCC(=O)[C@@]1(OC(=O)CC)[C@@H](C)C[C@H]2[C@@H]3CCC4=CC(=O)C=C[C@]4(C)[C@@]3(Cl)[C@@H](O)C[C@@]21C,-1.5,19,nt
Cc1ccc(S(=O)(=O)N2CCCOC2CNC(=O)C(=O)NC2CCCC2)cc1 (stereo not given),-2.4,13,i
COCCN1Cc2cccc(C(=O)Nc3c(C)cccc3C)c2C1=O,0.0,1,i
CCc1nc(Nc2ccc(F)cc2)c2oc3ccccc3c2n1,-0.4,0,i
C=C1c2cc(C)ccc2NC(=O)N1c1ccccc1,-1.0,21,i
Cc1ccc(NC(=O)CCC(=O)NNC(=O)c2ccco2)cc1C,-1.6,11,i
Cc1cccc(NCC(=O)N/N=C\c2c[nH]c3ccccc23)c1,-0.5,19,i
COc1ccc(S(=O)(=O)Oc2cccc(/C=N/N=C3/NC(=O)C(CC(=O)O)S3)c2)cc1 (stereo not given),-0.4,15,i

# Screens (PubChem)
